# From PubChem BioAssay
# K1F lysis inhibition: inhibition of K1F phage lysis, E. coli UTI89, bacterial capsule biogenesis inhibitors, alamar blue (AID 488966) | inhibition, % at 100 µM; hits with a dose series show IC50 in µM | hit rate 0.02% among 340,000 | E. coli UTI89 K1F phage lysis, alamar blue, 2 h; higher % means a stronger effect;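 active = phage lysis inhibition, versus mean bacterial control, above a set limit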;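 also: capsule biogenesis inhibitors block K1F phage lysis so surviving cells raise fluorescence; higher fluorescence means more inhibition of phage lysis; actives were called in the ten point dose series up to 300 µM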
# Numbers without * were called inactive; [ ] = dose if it differs, or a comment.
SMILES,K1F lysis inhibition
COc1ccc(OC)c(Cc2nnc(CCC(=O)N3CCN(C4CCCC4)CC3)o2)c1,0.0%
CCN(c1ccccc1C(=O)O)S(=O)(=O)c1cccc2nsnc12,0.9%
N#CC1(NC(=O)CSc2ccccn2)CCCCC1,0.7%[50 µM]
CCOC(=O)[C@H]1[C@H]2COc3ccc(OC)cc3[C@@H]2N2C(=O)CN(Cc3ccco3)C(=O)[C@@]12C,-0.1%
CSc1ccccc1OCc1cc(C(=O)NCCC2CCCCO2)no1 (stereo not given),-0.1%
O=C(Nc1ccc2ccccc2c1)c1ccccc1F,9.6%
CCOC(=O)C1CCN(C(=O)C(CCSC)NC(=O)c2ccccc2OC)CC1 (stereo not given),0.5%[50 µM]
O=C(NCCc1ccccn1)c1cc2ccccc2o1,0.6%
O=C(COC(=O)/C=C/c1ccc(C(F)(F)F)cc1)NCC1CCCO1 (stereo not given),1.5%[50 µM]
O=C(CCn1ccc2cc(S(=O)(=O)N3CCCC3)ccc21)NCCc1ccccc1,0.4%
Cc1c(CCC(=O)O)c(=O)oc2cc(OCc3cccc(Cl)c3)ccc12,-1.4%[50 µM]
CCCC(=O)Nc1cccc(Oc2ccc3c(c2)C(=O)NC3=O)c1,0.1%
COc1cccc(NC(=O)CN(C)C(=O)CCc2nc3sc4c(c3c(=O)[nH]2)CCCC4)c1,0.4%
Cc1c(C(=O)NNC(=O)c2csc(N3CCOCC3)n2)cccc1[N+](=O)[O-],0.6%[50 µM]
CCC/C(C#Cc1cc(OC)cc(OC)c1)=C1/c2ccccc2C(=O)N1c1ccccc1,-0.1%
O=C(CN1CCN(S(=O)(=O)c2ccc(Br)cc2)CC1)c1ccc(O)c(O)c1,0.5%
Cc1onc(-c2c(F)cccc2Cl)c1C(=O)Nc1cc(S(=O)(=O)N2CCCCC2)ccc1O,-1.0%[50 µM]
OCCCNc1cc(-c2ccccc2)nc2cc(-c3ccc(F)cc3)nn12,-1.3%
CCOc1ccccc1NC(=O)C(C)SCc1ccccc1 (stereo not given),2.2%
CN(Cc1ccccc1)S(=O)(=O)c1cc2c3c(c1)CCN3C(=O)CC2,1.6%[50 µM]
COc1ccc(S(=O)(=O)Nc2cccc3c2O[C@H](CN(C)Cc2ccc(Cl)c(Cl)c2)[C@@H](C)CN([C@H](C)CO)C3=O)cc1,-1.3%
CC(=O)Oc1ccc2cc(-c3cccnc3)c(=O)oc2c1,-1.9%
COCCNC(=O)CN1C(=O)CSc2ccc(S(=O)(=O)N3CCOCC3)cc21,0.0%
O=[N+]([O-])c1cccc(S(=O)(=O)NCCCn2ccnc2)c1,0.0%
O=c1[nH]c2c(=O)[nH]cnc2nc1-c1ccccc1,-0.6%
O=C(NCc1ccccc1)C(c1ccco1)N(C(=O)c1csnn1)c1ccccc1F (stereo not given),-0.4%
COc1ccc([C@@]23Oc4cc(OC)cc(OC)c4[C@]2(O)[C@H](O)[C@H](C(=O)N(C)C)[C@H]3c2ccccc2)cc1,-1.7%
CC(C)C[C@H]1CNC(=S)N1CC1CCN(CCCCc2ccccc2)CC1,0.3%
Nc1c(-c2cccc(Cl)c2)cnn1-c1ccccc1,0.0%
COCCN(C(=O)COC(=O)c1ccc(C=O)cc1)c1c(N)n(Cc2ccccc2)c(=O)[nH]c1=O,0.3%
COc1ccc(NC(=O)CCc2ccc(OC)c(OC)c2)cn1,0.2%
CC1=Nc2cc(C(=O)NCCN3CCOCC3)ccc2Sc2c(C)ccc(C)c21,0.2%
O=C(Cc1cccc(C(F)(F)F)c1)Nc1ccccc1N1CCCC1,-0.3%
CSCC[C@H](NC(=O)[C@H]1N2C(=O)c3ccccc3C2SC1(C)C)C(=O)NCc1ccncc1 (stereo not given in full),0.1%
CCOC(=O)C1CCCN(CCC(=O)Nc2ccc(Br)c(C)c2)C1 (stereo not given),-0.6%
CCOC(=O)c1cccc(N2C(=O)C3C4C=CC(CC4)C3C2=O)c1 (stereo not given),0.4%
COc1cccc2cc(C(=O)OCC(=O)N3CC(C)OC(C)C3)c(=O)oc12 (stereo not given),1.6%
O=S(=O)(Nc1ccc(-c2ccc(N3CCOCC3)nn2)cc1)c1cc(Cl)ccc1Cl,0.4%[50 µM]
O=C(NCc1ccc(F)cc1)N1CCN(C(=O)c2ccccc2)CC1,0.2%[50 µM]
O=C(NC1CCC(O)CC1)C1CCN(S(=O)(=O)c2c(Cl)cccc2Cl)CC1 (stereo not given),0.9%[50 µM]
CCOC(=O)N1CCC(NC(=O)C2CCN(Cc3nc(-c4ccc(CC)cc4)oc3C)CC2)CC1,0.6%
CCOc1ccc(-c2nc(CN3CCCC(C(=O)N4CCOCC4)C3)c(C)o2)cc1 (stereo not given),2.0%[50 µM]
Nc1nc(Cl)cc(=O)n1Cc1ccc(Cl)cc1,-0.1%
CCCSc1nc2sc3c(c2c(=O)[nH]1)CC(C)(CC)OC3 (stereo not given),0.0%
CCOC(=O)c1c(S(=O)(=O)NCC(=O)Nc2ccc(C)cc2)c(C)n(C)c1C,1.5%
Cc1onc(-c2ccccc2)c1C(=O)Nc1ccc(Br)cc1Cl,-0.1%
COc1ccccc1N(CC(=O)NCc1ccco1)C(=O)CCC(=O)Nc1ccccn1,0.3%
O=C(C=Cc1cccs1)c1ccc(Cl)s1,-0.5%
CCCCNC(=O)C(C)N(CCN(C)C)C(=O)CCCCCN1C(=O)NC(c2ccc(Cl)cc2)C(C(=O)OCc2ccccc2)=C1C (stereo not given),-0.3%
CCOC(=O)c1ccc(Nc2nc(C)nc3c2nnn3Cc2ccccc2)cc1,-1.6%
Cc1cc(CNC[C@H]2O[C@@H](n3cnc(C(N)=O)n3)[C@H](O)[C@@H]2O)c(C)n1-c1cccnc1,0.3%
CCOc1ccccc1C(=O)Oc1cc(C)[nH]c(=O)c1[N+](=O)[O-],-3.0%
Cc1ccc(C(=O)NCC(=O)Nc2ccncc2)cc1,0.1%
CCCN(C(=O)c1ccccc1Cc1ccccc1)C1CCS(=O)(=O)C1 (stereo not given),0.2%[50 µM]
COc1cccc(S(=O)(=O)NCc2ccc(C(=O)N3CCN(Cc4ccccc4)CC3)cc2)c1,-0.3%
O=C(Cc1ccc([N+](=O)[O-])cc1)NNC(=O)c1ccc2c(c1)OCO2,0.2%
COC/C=C/C1=CC2=CC(=O)C(C)(OC(=O)c3cnc4ccccc4n3)C(=O)C2=CN1CC(C)C (stereo not given),0.7%
CSc1ccc(CN(C)C(=O)c2cc(Cl)c3c(c2)OCCO3)cc1,-1.2%
CCc1ccc(C(C(=O)NC2CCCC2)N(C(=O)c2csnn2)C2CC2)cc1 (stereo not given),-0.1%
Cc1cc(NS(=O)(=O)c2ccc(NC(=O)C(C)Oc3cc(C)c(Cl)c(C)c3)cc2)no1 (stereo not given),-0.2%
# Additional compounds follow:
SMILES,K1F lysis inhibition
COc1ccccc1NC(=O)CNC(=O)Cn1c(C)cc2ccccc2c1=O,0.1%
Cc1cc(NC(=O)COC(=O)[C@@H]2CCCN2C(=O)c2cccs2)no1,-0.7%
COc1ccc(OC)c(C(C)NC(=S)NC2CCCCC2)c1 (stereo not given),1.3%[50 µM]
COCc1cc(C)nc(SCC(=O)Nc2nc(C)cs2)c1C#N,0.0%
COCc1nc2ccccc2n1CCc1ccccc1,0.3%
Cc1cccc(C)c1NC(=O)CN(C)C(=O)CC1CC2CCC1C2 (stereo not given),0.3%[50 µM]
COc1ccc(OC)c(NC(=O)CCC(=O)Oc2ccc(C)cc2)c1,-1.1%
O=C(Nc1cccc(-n2cnnn2)c1)c1ccccc1Br,0.2%
O=C(CCN1CCN(c2ccccc2F)CC1)Nc1ccc(F)cc1,0.0%
CC(=O)N1CCN(c2ccccc2NC(=O)c2ccc(Br)o2)CC1,-0.2%[50 µM]
Cc1ccc(C(=O)N2CCC(C(=O)c3ccc(F)cc3)CC2)cc1,3.1%
O=C(c1ccc(Cl)cc1)C1CCN(Cc2ccccc2)CC1,0.1%
O=C(CN1C(=O)NC2(CCCCC2)C1=O)NCCCSc1ccccc1,1.2%[50 µM]
COc1ccccc1CNC(=O)COC(=O)COc1ccccc1Cc1ccccc1,-0.4%[50 µM]
CC(=O)NC(CC(=O)Oc1ccc(C)cc1Br)c1ccccc1 (stereo not given),-0.1%
NC(=O)CC(NC(=O)Cc1ccc(Cl)cc1)c1ccc(NC2CCN(Cc3ccccc3)CC2)c([N+](=O)[O-])c1 (stereo not given),-0.1%
Cc1cc(S(=O)(=O)N2CCCC(N(C)CCc3ccccn3)C2)c(C)cc1Cl (stereo not given),0.2%
CCCCCCNC(=O)c1cn(CC)c2cc(N3CCN(C)CC3)c(F)cc2c1=O,0.1%
COc1cc(C(=O)Nc2ccc(C)c(S(=O)(=O)N(C)C)c2)ccc1OCC(=O)N1CCOCC1,0.1%[50 µM]
COc1ccc(/C=C/C(=O)NC2CCCCC2C)cc1 (stereo not given),-0.3%

# Quoted from the entries so far for reference:
SMILES,K1F lysis inhibition
Cc1cccc(C)c1NC(=O)CN(C)C(=O)CC1CC2CCC1C2 (stereo not given),0.3%[50 µM]
COc1ccc(OC)c(NC(=O)CCC(=O)Oc2ccc(C)cc2)c1,-1.1%
O=C(Nc1cccc(-n2cnnn2)c1)c1ccccc1Br,0.2%
O=C(CCN1CCN(c2ccccc2F)CC1)Nc1ccc(F)cc1,0.0%

# Next section:
SMILES,K1F lysis inhibition
O=C(NCc1ccccc1)c1cccnc1,0.6%
CC(C)C(=O)Nc1c(C(=O)N2CCN(c3ncccn3)CC2)oc2ccccc12,0.6%
COc1ccc(C(=O)NC(=S)NC2CCCCC2)cc1,-1.0%[50 µM]
COc1ccc(OCc2nnc(SCC(=O)NC3CCCCC3)o2)cc1,0.1%
CCc1ccc(NC(=O)N2CCCCCC2)cc1,0.1%
Nc1ccc2c(c1Br)Cc1ccccc1-2,-1.9%
CC(C(=O)Nc1nc(-c2ccc(F)c(F)c2)cs1)N1C(=O)C2CC=CCC2C1=O (stereo not given),0.2%[50 µM]
O=C(O)c1ccc(-n2nc(C(F)(F)F)cc2-c2cccs2)cc1,-1.3%[50 µM]
Cc1ccccc1C(=O)O[C@H]1[C@H](Cc2ccccc2)NS(=O)(=O)[C@H]2CC3C=C[C@]12O3,1.1%
C#CCOc1ccc(C2C(C#N)=C(N)Oc3cc(O)ccc32)cc1 (stereo not given),-2.3%
CC(Sc1nnc(C2CC2)n1C1CC1)C(=O)c1ccc(Br)cc1 (stereo not given),0.6%[50 µM]
CCn1ncc(S(=O)(=O)Nc2cc(Cl)ccc2C)c1C,0.8%[50 µM]
O=C(NCc1cccc(Cl)c1)c1cccc(S(=O)(=O)N2CCCC2)c1,0.3%[50 µM]
N#C/C(=C/Nc1ccccc1F)S(=O)(=O)c1ccc(Cl)cc1,0.2%
COc1ccc(-c2oc3ccccc3c2C(=O)OCc2ccc([N+](=O)[O-])cc2)cc1,2.9%
CCC(C)(C)NC(=O)C1CCC(CNS(=O)(=O)c2cccc3nsnc23)CC1 (stereo not given),0.1%
NC(=O)c1ccc(OCC2CCCO2)cc1 (stereo not given),1.0%
COc1cc(CC(=O)OCC(=O)N2CCCCC2C)cc(OC)c1OC (stereo not given),0.1%
CC(=O)NN1C(=O)c2ccccc2NC1c1ccccc1O (stereo not given),0.2%
CCC1(c2ccc(C)cc2)NC(=O)N(C(C)C(=O)Nc2ccc(N3CCOCC3)cc2)C1=O (stereo not given),0.9%[50 µM]

# Filtered by structure, those above with two or more sulfur atoms
SMILES,K1F lysis inhibition
CCN(c1ccccc1C(=O)O)S(=O)(=O)c1cccc2nsnc12,0.9%
COCCNC(=O)CN1C(=O)CSc2ccc(S(=O)(=O)N3CCOCC3)cc21,0.0%
CSCC[C@H](NC(=O)[C@H]1N2C(=O)c3ccccc3C2SC1(C)C)C(=O)NCc1ccncc1 (stereo not given in full),0.1%
CCCSc1nc2sc3c(c2c(=O)[nH]1)CC(C)(CC)OC3 (stereo not given),0.0%
O=C(C=Cc1cccs1)c1ccc(Cl)s1,-0.5%
COCc1cc(C)nc(SCC(=O)Nc2nc(C)cs2)c1C#N,0.0%
CCC(C)(C)NC(=O)C1CCC(CNS(=O)(=O)c2cccc3nsnc23)CC1 (stereo not given),0.1%

# Other results:
SMILES,K1F lysis inhibition
COc1ccc(/C=N/NC2=NS(=O)(=O)c3ccccc32)cc1OC,0.4%
Cc1cc(Cl)ccc1OCC(=O)Nc1ccccc1C(=O)N1CCOCC1,0.0%[50 µM]
CC(C)(C)c1ccc(OCCC(=O)OCC(=O)NC2CCS(=O)(=O)C2)cc1 (stereo not given),0.7%[50 µM]
CCN(CC)CCNC(=O)C1(O)c2cc(Br)ccc2NC(=O)N1c1cccc(OC)c1 (stereo not given),0.1%
COc1ccc(CNC(=O)CCS(=O)(=O)c2cc3c(cc2Cl)NC(=O)CO3)cc1,-0.1%
Cc1nc(N)nc(N)c1-c1ccc([N+](=O)[O-])cc1,3.0%
COC(OC)C1Nc2ccccc2C(=O)N1c1ccc(F)cc1 (stereo not given),1.3%[50 µM]
CCC1CCCCN1CC(=O)c1c(C)[nH]c2cc(C)ccc12 (stereo not given),-0.5%[50 µM]
Cc1c(C(=O)N2CCN(c3ncccn3)CC2)oc2c(Cl)cccc12,0.4%[50 µM]
C=CCNC(=O)c1cccc2c1C(=O)c1ccc(N3CCCC3)cc1S2(=O)=O,0.0%
O=C(c1cccc(Oc2ccccc2)c1)N1CCOCC1,0.1%

# Only part of the results is shown; count on the stated rates, not on these rows.
